aGlu spleen mod: lysosomal alpha-glucosidase (human) modulation; P10253; human spleen homogenate, 4-MU-alpha-glucoside fluorescence; Potency, µM (titrated, usually from 79.9 µM), inactives show top-dose activity change, negative = inhibition, hits mostly inhibitors; actives 0.006% (n = 240,000); AID 2112;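 further: 0% = enzyme with vehicle and -100% = no enzyme basal signal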
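AC50 values come from Hill-equation fits of concentration-response data, normalized to no-enzyme and full-activity controls. Enzyme source: 1 ug human spleen homogenate; 1 mM fluorogenic 4-MU glucoside, pH 5.0 citrate buffer, 37 C, 40 min.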
HTT cytoprotect: protects HTT-Q103 PC12 cells, measured by ATP; Potency, µM (titrated, usually from 56.4 µM), without a hit: cytoprotection (ATP increase), hits mostly activators; actives 0.14% (n = 230,000); PC12 HTT-Q103 induced, cytoprotection, ATP luminescence, 40 h; AID 1471;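 further: % of control where 0% means no effect; nearly all actives have a fitted effect of over 45% in size; toxic huntingtin expression switched on by the ecdysone agonist tebufenozide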
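Rat PC12, Q103 Htt exon1-GFP fusion, ecdysone promoter; tebufenozide inducer 100 nM final; compound titration; qHTS, 1500 cells/well; ATPlite luminescent read.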
Tau fibril ThT: inhibitors of human tau fibril formation, thioflavin T binding; P10636; recombinant tau K18 P301L, heparin-induced fibrillization, ThT fluorescence; Potency, µM (top dose mostly 57.4 µM), for the others: at the top dose activity, negative = inhibition, usual class: inhibitors; actives 2.1% (n = 270,000); AID 1460; further: on the % scale 0 is the no-effect control and ±100 the full control effect; nearly all actives have a fitted effect of over 55% in size
Target sequence (P10636 561-689 P618L limits assumed): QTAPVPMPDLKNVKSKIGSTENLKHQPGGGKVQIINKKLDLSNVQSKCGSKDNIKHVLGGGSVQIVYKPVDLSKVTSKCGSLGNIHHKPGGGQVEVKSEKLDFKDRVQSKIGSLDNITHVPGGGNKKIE
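ThT emission at 510 nm, taken 1 hr after adding 30 uM dye, quantifies aggregates formed when 20 uM heparin acts on human tau K18 P301L for 6 hr at 37 C.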
Tau fluor cs: counter-screen for tau fibril formation inhibitors. tau K18 P301L (four-repeat tau fragment) Alexa594 fluorescence, heparin fibrillization. actives 0.93% (n = 280,000). AID 1463. Potency, µM (titrated, usually from 57.7 µM), for the others: at the highest dose activity change, negative = decrease; further: on the % scale 0 is the no-effect control and ±100 the full control effect; nearly all actives have a fitted effect of over 55% in size
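Human K18 P301L tau (15 uM unlabeled plus 0.24 uM Alexa 594-labeled, final) in 100 mM sodium acetate pH 7 was mixed with compound and 20 uM heparin and incubated 6 hr at 37 C.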
GAA glycogen mod: GAA glycogen-cleavage inhibition or activation; Potency, µM (highest dose often 76.4 µM), inactives show top-dose activity change, negative = inhibition, hits mostly inhibitors; AID 2100; actives 0.38% (n = 300,000); recombinant GAA, glycogen substrate, Amplex Red glucose oxidase fluorescence;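 further: 0% = full enzyme reaction and -100% = no-enzyme basal signal; the screen sought inhibitors and activators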
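qHTS, 1536-well; enzyme 4 nM final; cpd up to 77 uM; substrate bovine liver glycogen 30 ug; 50 mM citrate/phosphate pH 5.0, 0.01% Tween-20; 37 C, 40 min; Amplex Red detection 45 min RT; Hill fit → AC50.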
GAA inh: alpha-glucosidase (human) inhibition; Potency, µM (doses to about 76.9 µM), without a hit: at the highest dose activity change, negative = inhibition, most hits filed as inhibitors; purified human GAA, 4-MU-alpha-glucoside fluorescence; actives 0.005% (n = 200,000); P10253; AID 1466;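 further: plate controls were uninhibited enzyme wells for no effect and no-enzyme background for full effect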
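AC50 values come from Hill fits of compound titrations (up to 77 uM) against 4 nM human enzyme. Substrate 4-methylumbelliferyl-alpha-D-pyranoside at 400 uM, pH 5.0 citrate buffer, 20 min room temperature; fluorescence Ex 365/Em 440 after alkaline stop.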
aGal spleen mod: alpha-galactosidase A (human) modulation | P06280 | human spleen homogenate, 4MU-alpha-Gal fluorescence, 40 min | Potency, µM (titrated, usually from 80 µM), inactives show at the highest dose activity change, negative = inhibition, usual class: inhibitors | actives 0.008% (n = 240,000) | AID 2107;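 further: 0% = enzyme with vehicle and -100% = no enzyme basal signal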
Target sequence (P06280 32-429 limits assumed): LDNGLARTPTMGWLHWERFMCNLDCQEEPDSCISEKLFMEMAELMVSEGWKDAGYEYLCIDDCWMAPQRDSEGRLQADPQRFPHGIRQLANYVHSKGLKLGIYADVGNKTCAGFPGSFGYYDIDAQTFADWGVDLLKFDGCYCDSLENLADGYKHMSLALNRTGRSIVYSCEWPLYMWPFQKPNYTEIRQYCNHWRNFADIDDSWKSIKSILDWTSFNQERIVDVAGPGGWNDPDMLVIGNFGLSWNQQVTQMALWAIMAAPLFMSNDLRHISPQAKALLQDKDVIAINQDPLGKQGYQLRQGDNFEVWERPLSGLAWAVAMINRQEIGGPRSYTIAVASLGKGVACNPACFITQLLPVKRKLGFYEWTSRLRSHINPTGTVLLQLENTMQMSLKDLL
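Spleen homogenate 1 ug + cpd (titration) + 4-MU-alpha-D-galactopyranoside 1 mM; 37C 40 min; 50 mM citrate/phosphate pH 5.0, 0.01% Tween-20; stop pH 10; fluorescence 365/440; AC50 via Hill.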
Tau FP inhib: tau fibrillization inhibition (FP); P10636; K18 P301L tau heparin fibrillization, Alexa594 FP, 6 h; Potency, µM (highest dose often 57.7 µM), inactives show top-dose activity, negative = inhibition, actives largely listed as inhibitors; actives 0.39% (n = 280,000); AID 1468; further: on the % scale 0 is the no-effect control and ±100 the full control effect; nearly all actives have a fitted effect of over 55% in size
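Quantitative HTS format: compounds meet 15 uM recombinant K18 P301L tau and Alexa 594-tau tracer in 100 mM sodium acetate pH 7; 20 uM heparin triggers fibrillization at 37 C over 6 hr; FP gives the signal.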
Numbers without * were called inactive; ? = inconclusive; / = not tested or not shown; [ ] = remark or other dose. The call rests on the fitted dose curve; in most records, active means well fitted curve in the direction sought with a large enough effect; inconclusive means small, poorly fitted or top-dose-only effect, or another doubt; inactive means no such curve, though single readings can be large; an effect the other way counts as inactive or inconclusive. Potency means the concentration at half of the fitted maximal effect.

entry	compound	aGlu spleen mod	HTT cytoprotect	Tau fibril ThT	Tau fluor cs	GAA glycogen mod	GAA inh	aGal spleen mod	Tau FP inhib
1	CCOP(=O)(OCC)C(C#N)=C1SCN(c2ccc(Cl)cc2)CS1	-4%	0%[10 µM]	2µM*	-25%	-27%	-2%	-3%	?
2	COc1ccc(C)cc1S(=O)(=O)N(C)CC(=O)N1CCN(C)CC1	1%	4%	-10%	-4%	8%	-2%	7%	-1%
3	C[n+]1cc(-c2ccccc2)n2c1CCCCC2	-13%	-14%	-2%	-1%	1%	5%	-3%	-2%
4	COc1ccc(-c2nnc3sc(COc4ccccc4)nn23)cc1	-4%	-25%	?	-18%	-12%	-6%	-1%	7%
5	Clc1cccc(Oc2cnns2)c1Cl	4%	-3%	5%	-3%	-17%	-14%	1%	-16%
6	NNC(=S)NC1CCCCCCCCCCC1	12%	42%[10 µM]	-7%	-16%	12%	/	-7%	0%
7	CCOC(=O)c1cnc2ccc(Br)cc2c1NCCN1CCOCC1	/	/	-6%	-3%	2%[76.3 µM]	/	/	0%
8	O=c1[nH]ncc(N/N=C\c2ccncc2)c1Cl	0%	-28%	0%	4%	4%	0%	-1%	3%
9	CC(C)OCCCNC(=O)c1cccc(NC(=O)c2ccccc2)c1	-3%	12%[10 µM]	-10%	-12%	3%	-2%	-3%	-3%
10	COCCn1nnnc1SCC(=O)Nc1ccc2c(c1)OCO2	0%	/	-12%	-6%	-11%	12%	-3%	-1%
11	Cc1ccc(NC(=O)CSc2nnc(CCCCCNC(=O)OC(C)(C)C)o2)c(C)c1	1%	7%[10 µM]	-9%	-11%	4%	-1%	5%	-1%
12	Cc1ccc2c(c1)C1(OCCO1)C(=O)N2	-8%	1%	-8%	-1%	2%	1%	-5%	2%
13	CC(C)C(=O)Nc1cccc(NC(=S)NC(=O)C(c2ccccc2)c2ccccc2)c1	-3%	-55%[inhibitor]	2%	?	-11%	-7%	0%	?
14	CS(=O)(=O)CC(=O)Nc1ccc2nc3n(c(=O)c2c1)CCCCC3	2%	15%[10 µM]	-4%	-6%	7%	/	5%	0%
15	Cc1ccc(C(=O)N2C(=O)C(c3ccccc3)Oc3ccccc32)cc1 (stereo not drawn)	-4%	9%[10 µM]	-5%	-3%	-5%	/	0%	-4%
16	CCCOC(=O)c1ccc(NC(=O)c2ccoc2C)cc1	-3%	-15%	12%	-2%	?	-10%	6%	-8%

Records listed above printed as active in Tau fibril ThT:
| nr | molecule | Tau fibril ThT | GAA glycogen mod | GAA inh | aGal spleen mod | Tau FP inhib |
| --- | --- | --- | --- | --- | --- | --- |
| 1 | CCOP(=O)(OCC)C(C#N)=C1SCN(c2ccc(Cl)cc2)CS1 | 2µM* | -27% | -2% | -3% | ? |

(list continues)
entry	compound	aGlu spleen mod	HTT cytoprotect	Tau fibril ThT	Tau fluor cs	GAA glycogen mod	GAA inh	aGal spleen mod	Tau FP inhib
17	NC(=O)CSc1nnc(-c2ccccn2)n1N	-1%	2%[10 µM]	/	-23%	4%	/	-10%	-8%
18	Cc1cc(C(=O)N=Nc2c(O)n(C(C)C)c3ccccc23)n[nH]1	7%	-7%	-20%	-17%	3%	-10%	2%	-21%
19	CCOC(=O)N1CCN(CCC(=O)Nc2cc(C)ccc2C)CC1	/	/	-1%	6%	-6%[76.3 µM]	/	/	6%
20	Cc1c(NC(=O)COC(=O)C(c2ccc(Cl)cc2)C(C)C)c(=O)n(-c2ccccc2)n1C (stereo not drawn)	-18%	-1%	-10%	-3%	2%	-8%	-3%	7%
21	CCCCNc1nc(C)nc2c1nc(-c1ccccc1)n2CCCCN(CC)CC	5%	-41%[inhibitor]	-4%	-3%	/	/	0%	2%
22	O=c1cc(O)nc(SCc2ccc(Cl)cc2)[nH]1	-1%	-4%	?	-17%	2%	-1%	-4%	-9%
23	COc1cc(C(=O)NCc2nnc(SCC(=O)NCc3ccccc3)o2)cc(OC)c1OC	-5%	0%[10 µM]	-13%	-11%	-5%	8%	4%	-6%
24	CCOc1ccc(NC(C)c2cc(Cl)ccc2O)cc1 (stereo not drawn)	1%	9%[10 µM]	4%	-22%	?	-2%	2%	10%

Six entries from above, arranged by formula weight, largest number first:
entry	compound	aGlu spleen mod	HTT cytoprotect	Tau fibril ThT	Tau fluor cs	GAA glycogen mod	GAA inh	aGal spleen mod	Tau FP inhib
23	COc1cc(C(=O)NCc2nnc(SCC(=O)NCc3ccccc3)o2)cc(OC)c1OC	-5%	0%[10 µM]	-13%	-11%	-5%	8%	4%	-6%
21	CCCCNc1nc(C)nc2c1nc(-c1ccccc1)n2CCCCN(CC)CC	5%	-41%[inhibitor]	-4%	-3%	/	/	0%	2%
19	CCOC(=O)N1CCN(CCC(=O)Nc2cc(C)ccc2C)CC1	/	/	-1%	6%	-6%[76.3 µM]	/	/	6%
24	CCOc1ccc(NC(C)c2cc(Cl)ccc2O)cc1 (stereo not drawn)	1%	9%[10 µM]	4%	-22%	?	-2%	2%	10%
22	O=c1cc(O)nc(SCc2ccc(Cl)cc2)[nH]1	-1%	-4%	?	-17%	2%	-1%	-4%	-9%
17	NC(=O)CSc1nnc(-c2ccccn2)n1N	-1%	2%[10 µM]	/	-23%	4%	/	-10%	-8%

Continued:
Values in the order: aGlu spleen mod	HTT cytoprotect	Tau fibril ThT	Tau fluor cs	GAA glycogen mod	GAA inh	aGal spleen mod	Tau FP inhib
#25 Cc1cccc(C)c1NC(=O)Nc1ccc2c(c1)OCO2
  -4%	0%	-4%	-8%	6%	2%	3%	2%
#26 CCCOc1cc(C)c(S(=O)(=O)N2CCOCC2)cc1C
  2%	14%[10 µM]	-1%	-6%	-3%	-6%	3%	-2%
#27 O=C(Nc1nccs1)c1ccc(-c2ccc([N+](=O)[O-])cc2)o1
  -5%	/	?	-19%	16%	3%	-17%	-4%
#28 C=C(C)C1Cc2c(C)nn(-c3cccc4ccccc34)c2C1 (stereo not drawn)
  -2%	-22%	?	-30%	-19%	4%	-23%	-16%
#29 Cc1ccc(C(=O)CC2SC(N)=NC2=O)cc1 (stereo not drawn)
  -6%	-11%[10 µM]	1%	3%	3%	3%	-2%	0%
#30 Cc1c(NC(=O)C(C)OC(=O)c2cc3c4ccccc4n(C)c3s2)c(=O)n(-c2ccccc2)n1C (stereo not drawn)
  -8%	-21%[10 µM]	?	-11%	0%	3%	5%	-5%
#31 COc1ccc(-c2nc3c(-c4ccc(Cl)cc4)cnn3cc2C)cc1F
  4%	-19%	-19%	-11%	-2%	-1%	8%	-9%
#32 OC(CN1C2=NCCCN2c2ccccc21)c1ccc(Br)cc1 (stereo not drawn)
  2%	-1%	-12%	-3%	-4%	-7%	5%	1%
#33 CCOC(=O)Cc1ncccc1C(=O)Nc1ccc(Oc2ccccc2)cc1
  -8%	-11%[10 µM]	?	-19%	-8%	3%	-9%	7%
#34 COc1cccc(NC(=O)Cn2nnc(-c3ccccc3N)n2)c1
  4%	-12%	-16%	?	-3%	?	5%	-4%
#35 O=C1CC(Nc2ccc(N3CCOCC3)cc2)C(=O)N1Cc1ccccc1 (stereo not drawn)
  0%	23%[10 µM]	?	-24%	13µM*	-5%	5%	11%
#36 CC1CCCN(C(=S)SCC(=O)c2cc(Br)cc(Br)c2O)C1 (stereo not drawn)
  -6%	44%[10 µM]	16µM*	?	?	?	2%	?
#37 Cc1c([N+](=O)[O-])c([N+](=O)[O-])nn1CC(=O)N1CCCCC1
  -7%	-9%[10 µM]	2%	1%	14%	-3%	-10%	-6%
#38 CC(=O)N1N=C(c2cccc([N+](=O)[O-])c2)OC1(C)CC(=O)Nc1ccccc1 (stereo not drawn)
  -15%	10%[10 µM]	-8%	-14%	17%	-15%	?	0%
#39 O=C(/C=C/c1ccc2c(c1)OCO2)NCCSCc1ccc(Cl)cc1Cl
  0%	-73%[inhibitor]	?	?	0%	-9%	-3%	?
#40 COc1ccc(OC)c(NC(=O)c2ccc(-c3cccs3)cc2)c1
  /	-70%[inhibitor]	-9%	-29%	0%	-12%	-4%	7%
#41 CN(C)C(=O)CN1C(=O)C2CCCCN2C(=O)c2ccccc21 (stereo not drawn)
  2%	7%	-4%	-3%	9%	-8%	4%	-6%
#42 CCc1cccc(OCCn2ccnc2)c1
  -5%	/	-4%	-8%	-1%	4%	3%	-6%
#43 COc1cccc(NC(=S)N2CCN(c3ccc([N+](=O)[O-])cc3)CC2)c1
  2%	-48%[inhibitor]	?	?	-1%	-6%	0%	-8%
#44 COc1ccc(-n2c(CCc3ccccc3)nnc2SCC(=O)NCc2ccccc2)cc1
  0%	-20%	-4%	-4%	-4%	-8%	-1%	7%
#45 COc1cc(NC(=O)C2CCCO2)c(OC)cc1NC(=O)c1ccccc1 (stereo not drawn)
  -6%	-3%	-15%	-20%	-8%	-33%	2%	12%
#46 CCn1c(-c2ccccc2)csc1=Nc1ccc(S(=O)(=O)O)cc1
  -8%	/	-3%	-2%	11%	8%	-3%	1%
#47 CC(=O)NCc1ccc(-c2nc3ccccc3s2)cc1
  -7%	-136%[inhibitor]	?	-16%	24%	2%	-9%	6%
#48 O=C(O)c1cccc(S(=O)(=O)Nc2ccccc2-c2ccccc2)c1
  4%	?	-1%	-1%	1%	-2%	3%	-4%
#49 Cc1ccc(OCCCSc2n[nH]c(N)n2)cc1
  2%	-18%	-15%	-12%	5%	?	2%	2%
#50 Clc1ccc(CNc2ccccn2)cc1
  4%	-15%[10 µM]	-17%	-23%	0%	-3%	6%	-10%
#51 Cc1c(NC(=S)SCc2ccccc2)c(=O)n(-c2ccccc2)n1C
  -14%	-9%[10 µM]	-15%	1%	-13%	-13%	6%	1%

Source: PubChem
